Screening data from PubChem BioAssay.
NTR1 ag: NTR1-driven beta-arrestin-GFP spot formation – imaging, U2OS cells, high content, primary screen (AID 493036). activation, % at 20 µM. agonist mode. P30989. hit rate 0.17% among 330,000;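 active means activation at or above 40% of the spot to cytoplasm intensity ratio, with at least 20 cells analyzed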;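 further: 0% = DMSO without peptide and 100% = 100 nM NTR1 peptide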
Target sequence (P30989 whole entry, looked up): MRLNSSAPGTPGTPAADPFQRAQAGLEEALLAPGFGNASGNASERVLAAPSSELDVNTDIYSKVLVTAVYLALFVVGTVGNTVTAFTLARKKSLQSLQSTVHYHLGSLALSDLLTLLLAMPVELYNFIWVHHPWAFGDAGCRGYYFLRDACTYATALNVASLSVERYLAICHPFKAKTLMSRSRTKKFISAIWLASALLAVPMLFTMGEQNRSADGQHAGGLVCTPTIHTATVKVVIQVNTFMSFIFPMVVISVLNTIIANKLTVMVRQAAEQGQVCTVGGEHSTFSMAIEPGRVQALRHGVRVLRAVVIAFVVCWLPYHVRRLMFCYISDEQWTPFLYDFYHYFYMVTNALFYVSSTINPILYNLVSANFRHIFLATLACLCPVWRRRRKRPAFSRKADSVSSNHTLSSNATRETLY
RSV CPE inhibition: RSV antiviral activity via CPE protection, HEp-2 cells, primary 10 µM value included (AID 2391) | hit rate 0.13% among 310,000 | HEp-2 cells, RSV-induced CPE inhibition; higher % means a stronger effect | CPE inhibition, % at 10 µM, or IC50 in µM where a hit was titrated; in the data active means a potency from the dose series; further: strong numbers were not always called active
WT yeast gro inh: growth inhibition of WT yeast, mitochondrial fusion screen | mitochondrial fusion phenotypic screen, WT strain | inhibition, % at 10 µM | hit rate 2.1% among 190,000 | AID 1362; in the data active means inhibition above about 58%; tested in S. cerevisiae
Autophagy HCS: modulators of autophagy; MEF GFP-LC3 puncta imaging; test concentration mostly 10 µM; calls only at 10 µM (by protocol); hit rate 0.98% among 190,000; AID 463193;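 active means percentage of spot-positive cells more than 3 SD above its plate mean, without a fluorescence outlier flag or 80% toxicity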;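 further: spot-positive cell cutoff set from DMSO-treated cells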
GPR35 antagonists: GPR35 antagonists blocking zaprinast-driven arrestin recruitment, primary screen, imaging, U2OS, beta-arrestin-GFP, zaprinast agonist (AID 2058); U2OS GPR35 beta-arrestin-GFP translocation imaging, zaprinast antagonism; higher % means a stronger effect; one-dose inhibition, % at 10 µM; IC50 in µM for titrated hits; hit rate 0.052% among 290,000;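 active means inhibition of at least 50% with at least 30 cells and total cytoplasm GFP at most 10,000,000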
K1F lysis inhibition: inhibition of K1F phage lysis, E. coli UTI89, bacterial capsule biogenesis inhibitors, alamar blue (AID 488966); E. coli UTI89 K1F phage lysis, alamar blue, 2 h; higher % means a stronger effect; one-dose inhibition, % at 100 µM; IC50 in µM for titrated hits; hit rate 0.02% among 340,000;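 active means phage lysis inhibition, versus mean bacterial control, above a set limit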;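 further: capsule biogenesis inhibitors block K1F phage lysis so surviving cells raise fluorescence; higher fluorescence means more inhibition of phage lysis; actives were called in the ten point dose series up to 300 µM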
LYP phosphatase: inhibitors of LYP phosphatase, biochemical, fluorescence intensity, uHTS (AID 1779); recombinant LYP phosphatase, fluorescence intensity; higher % means a stronger effect; inhibition, % at 11.5 µM; hits with a dose series show IC50 in µM; hit rate 0.054% among 290,000; in the data active means inhibition above about 50%;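 further: plate controls were vehicle with enzyme for no effect and no enzyme for full effect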
AID2073: inhibitors of Mint1-CaV2.2 protein interaction, biochemical, HTRF (AID 2073) | HTRF protein-protein interaction, Mint1-CaV2.2; higher % means a stronger effect | hit rate 0.19% among 290,000 | inhibition, % at 20 µM; hits with a dose series show IC50 in µM; in the data active means inhibition mostly above about 51%, no sharp cut-off; further: some results filed as inactive read as strong as hits
Dengue-2 NS5 capping: flavivirus cap methylation enzyme inhibition – biochemical, confirmation dose response, primary screen (AID 588689); Dengue-2 NS5 methyltransferase capping enzyme assay, biochemical; higher % means a stronger effect; hit rate 0.3% among 340,000; inhibition, % at 25 µM; hits with a dose series show IC50 in µM; in the data active means a potency from the dose series
WT yeast gro inh mutant strain: recorded beside WT yeast gro inh, whose call it bears; inhibition, %; mitochondrial fusion phenotypic screen, mutant strain inhibition
Autophagy HCS cell loss 18 h: also measured in Autophagy HCS; calls as there; toxicity, %; measured here: cell loss, nuclei count;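 cell loss after 18 h compound exposure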
NTR1 ag cell count 20 µM: also measured in NTR1 ag; calls as there; cell count; measured here: cell count, cytotoxicity flag
Dengue-2 NS5 capping pilot replicate: further read-out of Dengue-2 NS5 capping, marked with its call; inhibition, %; measured here: pilot screen replicate inhibition
Starred values were filed as active, the others as inactive; i = inactive; . = not tested or not shown; + = active, no number; [ ] = remark or other dose.

SMILES	NTR1 ag	NTR1 ag cell count 20 µM	RSV CPE inhibition	WT yeast gro inh	WT yeast gro inh mutant strain	Autophagy HCS	Autophagy HCS cell loss 18 h	GPR35 antagonists	K1F lysis inhibition	LYP phosphatase	AID2073	Dengue-2 NS5 capping	others
CC1(c2nnc(-c3ccncc3)o2)CC(c2ccc(Cl)cc2)=NO1 (stereo not given)	-0.1	79	-1.6%	.	.	.	.	.	-0.7%	.	.	-6%
CN(C)Cc1c(-c2ccc(Cl)cc2)nc2ccc(Cl)cn12	1.5	68	0.8%	16	-9	i	7	-6%	0.9%	-6%	2%	1%
CC(=O)/C=C\c1ccc(OC(=O)c2cccnc2)cc1	-0.1	71	0.2%	.	.	.	.	10%	0.2%	-1%	2%	-7%	Dengue-2 NS5 capping pilot replicate=-2.4
OCC[C@@H]1C[C@H](O)[C@@H](O)[C@@]2(OCCc3ccccc32)O1	0.0	64	0.0%	.	.	.	.	9%	0.8%	-11%	-2%	-15%
O=C(c1ccco1)N1CCN(C(=O)c2ccc(-c3ccc(Cl)cc3)o2)CC1	-1.6	66	4.2%	.	.	.	.	.	-0.2%[50 µM]	.	.	-9%
CC(CC(=O)NCCc1ccc(F)cc1)c1ccccc1 (stereo not given)	0.3	64	0.8%	.	.	.	.	-7%	-0.2%	-14%	-4%	1%
COc1ccc(OC)c(NC(=O)CSc2nnc(CNC(=O)COc3ccc(Cl)cc3)o2)c1	-1.7	53	2.5%	-3	-7	i	6	16%	1.9%	0%	-4%	6%
CCOc1cccc(C(=O)Nc2ccccc2OC(F)F)c1	-0.6	46	0.6%	6	11	i	1	0%	0.8%	-5%	16%	-2%
CC(C)CNC(=O)c1ccc(Cl)c(N)c1	4.8	58	1.4%	-16	-5	i	5	-8%	.	-7%	-1%	.
CC(=O)Oc1ccc(C(=O)Nc2cc(C)ccc2NC(=O)COc2ccccc2)cc1	-0.3	56	0.5%	28	-24	i	-4	-14%	0.3%	-4%	-9%	-2%
O=C(Nc1ccc(S(=O)(=O)NCc2ccco2)cc1)c1ccc(F)cc1	0.0	50	4.5%	.	.	.	.	10%	-0.2%	-8%	1%	-11%
C=CCOC(=O)N1CCN(c2cccc(C(F)(F)F)c2)CC1	1.1	80	1.1%	11	20	.	.	24%	0.1%	-3%	-10%	-6%
CC(C)N(Cc1nccn1C)C(=O)c1ccc2oc(CCCc3ccccc3)nc2c1	1.0	52	3.4%	.	.	.	.	14%	-0.2%	-5%	8%	4%
CCOC(=O)C1CCCN(C(=O)C2CC(=O)N(c3ccc(C)cc3)C2)C1 (stereo not given)	2.9	55	-0.3%	-4	-9	i	-1	-2%	0.3%	-4%	-8%	-4%
COc1ccc(C(C#N)N2CCC(c3ccccc3)=N2)cc1OC (stereo not given)	1.0	61	1.7%	2	-5	i	19	4%	0.6%	3%	4%	6%
CCS(=O)(=O)NCc1ccc2[nH]c3c(c2c1)CCCC3	0.8	77	-2.2%	1	-1	i	-5	-10%	.	-4%	2%	.
CCOc1cc(C(=O)Nc2ccc(S(=O)(=O)Nc3cc(C)on3)cc2)cc(OCC)c1OCC	0.2	39	1.3%	5	3	i	-36	17%	-0.1%	-7%	9%	1%
CC12CN3CC(C)(CN(C1)C3c1ccccc1)C2O (stereo not given)	-0.2	55	0.3%	-15	-17	i	-1	6%	0.0%	-8%	-4%	0%
COc1ccccc1N1C(=O)c2ccccc2NC1c1ccc(O)cc1 (stereo not given)	-0.6	95	16%	.	.	.	.	10%	0.1%	-10%	6%	-2%
COc1ccc(-c2cc(C(=O)N3CCN(c4ccccc4)CC3)no2)cc1	9.7	40	3.3%	.	.	.	.	5%	0.2%	-5%	7%	-9%

A section taken from the entries so far:
SMILES	NTR1 ag	NTR1 ag cell count 20 µM	RSV CPE inhibition	WT yeast gro inh	WT yeast gro inh mutant strain	Autophagy HCS	Autophagy HCS cell loss 18 h	GPR35 antagonists	K1F lysis inhibition	LYP phosphatase	AID2073	Dengue-2 NS5 capping	others
CCS(=O)(=O)NCc1ccc2[nH]c3c(c2c1)CCCC3	0.8	77	-2.2%	1	-1	i	-5	-10%	.	-4%	2%	.
CCOc1cc(C(=O)Nc2ccc(S(=O)(=O)Nc3cc(C)on3)cc2)cc(OCC)c1OCC	0.2	39	1.3%	5	3	i	-36	17%	-0.1%	-7%	9%	1%
CC12CN3CC(C)(CN(C1)C3c1ccccc1)C2O (stereo not given)	-0.2	55	0.3%	-15	-17	i	-1	6%	0.0%	-8%	-4%	0%
COc1ccccc1N1C(=O)c2ccccc2NC1c1ccc(O)cc1 (stereo not given)	-0.6	95	16%	.	.	.	.	10%	0.1%	-10%	6%	-2%
COc1ccc(-c2cc(C(=O)N3CCN(c4ccccc4)CC3)no2)cc1	9.7	40	3.3%	.	.	.	.	5%	0.2%	-5%	7%	-9%

(further entries)
SMILES	NTR1 ag	NTR1 ag cell count 20 µM	RSV CPE inhibition	WT yeast gro inh	WT yeast gro inh mutant strain	Autophagy HCS	Autophagy HCS cell loss 18 h	GPR35 antagonists	K1F lysis inhibition	LYP phosphatase	AID2073	Dengue-2 NS5 capping	others
O=C(Nc1cccc(F)c1)c1ccc(-c2ccccc2Cl)o1	13	68	12%	77*	46*	i	12	34%	0.9%	0%	8%	0%
CN1C(=O)C(=O)N(CC(=O)N2CCc3ccccc32)C1=O	-0.5	47	-0.5%	6	11	i	14	5%	-0.1%	-7%	-10%	-11%
O=C(c1ccc(Cl)c(S(=O)(=O)Nc2ccc(F)cc2)c1)N1CCN(c2ccccn2)CC1	-0.2	72	1.2%	2	-1	i	-25	-11%	-0.9%	-7%	11%	2%
COc1cc(C(=O)NCC(c2ccc(F)cc2)N2CCOCC2)ccc1OCc1ccccc1Cl (stereo not given)	4.8	74	4.0%	.	.	.	.	.	-0.8%[50 µM]	.	.	1%
O=C1N(Cc2ccc(F)cc2)CCN1c1ccc(F)cc1	2.1	55	8.8%	1	11	i	15	-17%	0.1%	-7%	15%	-8%
CCN(CC(=O)Nc1c(F)cccc1F)C(=O)CSc1ccccc1	0.3	52	0.4%	.	.	.	.	.	0.9%[50 µM]	.	.	1%
C/C(=N\OCC(=O)Nc1ccccc1C(=O)O)c1cccs1	1.7	61	2.8%	-1	8	i	8	8%	0.3%	-7%	-11%	-12%
CC1(C)CC(NC(=O)c2sc3cc(Cl)ccc3c2Cl)CC(C)(C)N1	4.8	65	0.7%	16	2	i	13	4%	1.8%	-11%	2%	.
O=C(NNc1c(F)c(F)cc(F)c1F)c1cc2ccccc2oc1=O	-1.0	71	0.5%	-4	-23	i	4	-1%	0.7%	1%	-1%	-1%
COc1ccc(N(CC(=O)NC2CCCC2)C(=O)Cn2nnc(-c3ccc(F)cc3)n2)cc1OC	-0.1	54	0.0%	0	-5	i	14	-18%	1.1%	-9%	-1%	-8%
COc1ccc2c(c1OC)C(=O)OC2Nc1nc2ccccc2s1 (stereo not given)	-0.7	39	1.2%	.	.	.	.	1%	-0.7%	-2%	-2%	5%
COP(=O)(OC)c1nc(-c2cccc3ccccc23)oc1NCc1ccccc1	-0.9	49	8.4%	31	-3	i	-10	-16%	-1.7%[50 µM]	-38%	28%	1%
COc1ccc(-n2nc(C(=O)NCCCN3CCCC3=O)c3c4ccccc4n(C)c3c2=O)cc1Cl	8.4	61	3.4%	.	.	.	.	-15%	0.2%	-2%	15%	-2%
CCOc1c(Nc2ccc(C(C)C)cc2)c(=O)c1=O	0.5	56	5.9%	.	.	.	.	-26%	1.3%	-2%	-4%	-3%
CN(C)/C=N/c1sccc1C(N)=O	3.8	45	-0.4%	8	23	i	3	4%	-0.9%	-6%	-10%	5%
O=C(CSCc1ccco1)Nc1cc(C(F)(F)F)ccc1N1CCOCC1	0.5	42	0.3%	3	4	+	6.5*	-11%	0.0%	-5%	26%	1%
COc1cc(C2C(C#N)=C(N)OC3=C2C(=O)CCC3)ccc1OC(=O)N1CCOCC1 (stereo not given)	-0.6	53	-0.9%	4	34	i	6	8%	0.4%	2%	3%	-4%
O=C(NC1CCCCCCC1)C1CCN(S(=O)(=O)N2CCC3(CC2)OCCO3)CC1	1.7	50	0.1%	12	-4	i	1	10%	5.2%	-3%	6%	-4%
O=[N+]([O-])c1cccc(NC(=S)N2CCc3ccccc32)c1	1.2	76	-0.4%	.	.	.	.	4%	0.1%	-3%	-27%	-8%
CCN(CC)S(=O)(=O)c1ccc(S(=O)(=O)NCC2CCCO2)cc1 (stereo not given)	0.7	72	1.4%	.	.	.	.	3%	0.2%	-4%	-3%	-2%	Dengue-2 NS5 capping pilot replicate=4.2
O=C(CN1CCOCC1)Nc1ccc(Br)cn1	1.4	42	-0.2%	-7	-11	i	-2	-12%	0.1%	-7%	-2%	-3%
CCc1ccc(N(C(=O)c2ccco2)C(C(=O)NC2CCCC2)c2ccncc2)cc1 (stereo not given)	-1.0	54	0.3%	.	.	.	.	-3%	-0.1%	-2%	-10%	-5%
COc1ccc(CN2CCNC(=O)C2CC(=O)NCc2cnn(C)c2)cc1OC (stereo not given)	-1.8	98	0.8%	9	3	i	19	4%	0.0%	-8%	10%	1%
COC(=O)CCC(=O)OC1(C)C(=O)C2=CN(CC(C)C)C(c3ccc(OC)cc3)=CC2=C(Br)C1=O (stereo not given)	-4.9	90	-0.1%	.	.	.	.	5%	.	-7%	8%	.
COc1ccc(/C=C(\C#N)C(=O)OCC(=O)NCc2ccco2)cc1	1.4	57	-0.2%	.	.	.	.	-8%	1.7%	-3%	5%	-4%
COc1ccc(CN2CCN(Cc3ccccc3F)CC2)cc1OC	-0.2	58	0.6%	.	.	.	.	0%	0.2%	-7%	15%	-9%
O=C1COc2ccc(S(=O)(=O)CCC(=O)N3CCN(c4cccc(C(F)(F)F)c4)CC3)cc2N1	3.8	56	2.2%	.	.	.	.	22%	0.1%	-8%	6%	-11%
COC(=O)c1ccc(NC(=O)c2c(C(=O)Nc3ccccc3)sc3nc(C)cc(=O)n23)cc1	-0.1	30	2.3%	-13	2	i	5	-10%	-0.5%	-9%	47%	1%
COc1ccc2cc(/C=N/NC(=O)c3ccc(CN(c4ccc(C)c(C)c4)S(C)(=O)=O)cc3)c(Cl)nc2c1	1.7	69	11%	0	-10	i	-15	-4%	1.0%[50 µM]	15%	34%	1%
CCC(=O)n1nc(-c2cccnc2)nc1NCc1ccc(F)cc1	0.7	60	-0.1%	11	3	i	1	11%	0.0%	-4%	-8%	-6%
O=S(=O)(NCCNS(=O)(=O)c1ccccc1)c1ccccc1	0.1	90	0.2%	15	6	i	-3	-9%	-0.2%	-9%	-3%	-1%	Dengue-2 NS5 capping pilot replicate=2.6
CCC(=O)Nc1cccc2c1C(=O)N(C)C2=O	-0.9	91	1.2%	-5	13	i	6	7%	-0.6%	1%	9%	-4%
Cn1c(N)nc2ccccc2c1=O	0.9	44	-0.3%	.	.	.	.	-15%	.	-8%	-1%	.
Cc1cc(C)nc(N2CCC(CNC(=O)CCc3ccccc3)CC2)n1	-4.2	69	2.2%	5	-1	i	-3	-7%	1.6%	-1%	3%	1%
